Screening results deposited in PubChem by several laboratories.
Hck-Nef inh – inhibitors of human Hck kinase activated by Nef; 0.68% of 220,000 active; Recombinant Hck-YEEI plus Nef, Z-Lyte FRET kinase assay; AID 463187; inhibition, % at 20 µM; P08631;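 active means Hck-Nef kinase inhibition above about 50%, limit read from the data; inactive means inhibition below that limit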;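 further: 0% = DMSO with Hck plus Nef and 100% = Hck alone without Nef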
FXIIa inh – inhibitors of human coagulation factor XIIa; purified FXIIa, Boc-QGR-AMC fluorogenic substrate, 2 h; inhibition, % at 5 µM; 0.3% of 220,000 active; AID 800; in the data active means inhibition above about 40%;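 further: 0% = enzyme with no compound and 100% = blank without enzyme; many of its hits are not listed in these tables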
hK5 inh – inhibitors of human kallikrein 5 | Q9Y337 | recombinant hK5, fluorogenic AMC substrate cleavage | inhibition, % at 5 µM | 0.59% of 210,000 active;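 active means inhibition of 40% or more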;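 further: 0% = enzyme controls without compound and 100% = no-enzyme blanks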
Runt-SMMHC FRET – blocks binding of human RUNX1 Runt domain to CBFb-SMMHC | Q01196+Q13951 | Cerulean-Runt/Venus-CBFb-SMMHC FRET ratio 530/480, 1 h | inhibition, % at 20 µM | 0.74% of 220,000 active | AID 1434;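 active means mean inhibition across duplicate retests at 20 µM reaching about 50%, limit read from the data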;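 further: 0% = DMSO wells and 100% = wells with excess untagged CBFb-SMMHC; inhibitors lower the FRET ratio by blocking Runt binding to CBFb-SMMHC; some results filed as inactive read as strong as hits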
Target sequence (Q01196 whole entry, looked up, the tested form may be a part): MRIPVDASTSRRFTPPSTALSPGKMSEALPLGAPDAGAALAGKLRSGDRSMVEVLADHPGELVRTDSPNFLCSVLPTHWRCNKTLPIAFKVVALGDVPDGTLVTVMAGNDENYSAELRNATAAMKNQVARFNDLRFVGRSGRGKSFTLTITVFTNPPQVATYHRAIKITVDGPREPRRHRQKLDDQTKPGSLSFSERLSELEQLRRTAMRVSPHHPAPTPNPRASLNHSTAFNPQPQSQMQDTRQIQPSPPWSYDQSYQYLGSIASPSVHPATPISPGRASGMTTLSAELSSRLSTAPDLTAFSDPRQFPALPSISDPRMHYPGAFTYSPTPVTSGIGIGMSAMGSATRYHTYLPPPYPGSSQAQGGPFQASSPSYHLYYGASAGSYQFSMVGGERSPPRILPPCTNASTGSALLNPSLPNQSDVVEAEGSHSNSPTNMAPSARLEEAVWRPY
Target sequence (Q13951 whole entry, looked up, the tested form may be a part): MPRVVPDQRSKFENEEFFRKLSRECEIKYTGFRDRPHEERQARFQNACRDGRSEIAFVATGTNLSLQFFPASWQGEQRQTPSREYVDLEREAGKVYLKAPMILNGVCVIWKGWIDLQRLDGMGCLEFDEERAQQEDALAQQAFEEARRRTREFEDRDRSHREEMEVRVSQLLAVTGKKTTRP
14-3-3 Bad PPI – disrupts binding of bovine 14-3-3 zeta to phospho-Bad peptide. P63103. TR-FRET 14-3-3zeta/Dy647-pBad peptide displacement, 1 h. inhibition, % at 21.7 µM. 0.71% of 220,000 active;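 active means inhibition above about 70%, limit read from the data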;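 further: 0% = full 14-3-3 plus peptide FRET controls and 100% = background without 14-3-3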
Target sequence (P63103 whole entry, looked up): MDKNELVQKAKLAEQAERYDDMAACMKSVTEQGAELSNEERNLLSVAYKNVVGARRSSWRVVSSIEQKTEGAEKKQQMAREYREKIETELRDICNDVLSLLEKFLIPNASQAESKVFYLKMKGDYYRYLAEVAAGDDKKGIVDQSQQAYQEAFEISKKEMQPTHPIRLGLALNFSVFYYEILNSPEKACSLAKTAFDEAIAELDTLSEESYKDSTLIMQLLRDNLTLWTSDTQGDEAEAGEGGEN
FXIa inh – blocks human coagulation factor XIa protease activity | 0.14% of 220,000 active | inhibition, % at 5 µM | purified FXIa, Boc-Glu-Ala-Arg-AMC fluorogenic substrate | P03951;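 active means inhibition of at least 40%; inactive means inhibition below 40%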;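 further: fluorescence of freed AMC excited at 355 nm; 0% = enzyme without compound and 100% = no enzyme blank; many of its hits are not listed in these tables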
Wee1 stabilizer – human Wee1 degradation inhibition, primary screen | P30291 | HeLa Luc-Wee1K328M stability, luciferase luminescence; 100% = proteasome inhibitor MG132 effect | reporter increase, % at 5 µM | 1.2% of 220,000 active;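 active means activation above the mean of all tested compounds plus 3 SD, set per screening run, cut at about 8.8% in these data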;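 further: cells exposed to compound for 20 h before luminescence read; 0% = DMSO alone and 100% = MG132 at 30 µM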
Thrombin inh – inhibitors of human thrombin; alpha-thrombin, Boc-VPR-AMC fluorogenic substrate cleavage; P00734; 0.26% of 220,000 active; inhibition, % at 5 µM;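 active means inhibition at or above 40%; inactive means inhibition below 40%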;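 further: 0% = enzyme with no compound and 100% = wells without enzyme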
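Material: human alpha-thrombin protein. Incubation: reaction at ambient temperature. Technique: fluorescence of released AMC, ex 355 nm, em 460 nm. Control set: no-compound enzyme wells and no-enzyme blanks. Also added: Boc-VPR-AMC substrate, 15 µM final. Buffer or medium: pH 7.5 Tris (50 mM) with NaCl 150 mM, Tween 20 0.05%.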
Runt-CBFb FRET – inhibitors of human RUNX1 Runt domain binding to CBFb. inhibition, % at 20 µM. AID 1496. Q01196+Q13951. 0.46% of 220,000 active. Cerulean-Runt/Venus-CBFb FRET ratio 530/480, 1 h;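 active means inhibition over about 50% at 20 µM in the single-dose screen, limit read from the data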;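 further: 0% = DMSO wells and 100% = excess unlabeled CBFb competitor control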
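Buffer or medium: Tris pH 7.5 buffer with BSA. Assay system: Cerulean-labeled Runt domain protein. Amount: each fluorescent fusion protein 100 nM. Read-out basis: loss of energy transfer signal. Incubation: 1 h compound exposure, room temperature. Probe or stimulus: Venus-CBFb binding partner, 100 nM. Detection: FRET, excitation 422 nm, emission at 530 and 480 nm.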
Numbers without * were called inactive; · = not tested or not shown; [ ] = another dose, or the depositor's remark.

SMILES	Hck-Nef inh	FXIIa inh	hK5 inh	Runt-SMMHC FRET	14-3-3 Bad PPI	FXIa inh	Wee1 stabilizer	Thrombin inh	Runt-CBFb FRET
COc1cc(CCC(=O)Nc2ccc(C)c(S(=O)(=O)N(C)C)c2)cc(OC)c1OC	0	5	-22	2	-12[fluorescence artefact?]	-6	-2	-7	1
Cc1cc(C)cc(N2C(=O)CC(Cn3nc(C)cc3C)C2=O)c1 (stereo not drawn)	-8	6	-1	2	0	-1	-3	-5	-1
COc1cc(/C=C(\C#N)c2nn(CCO)c(N)c2C#N)cc(OC)c1OC	24	12	3	2	-2	12	-1	-6	-1
COc1ccc(CC(=O)Nc2ccc(S(=O)(=O)NC(C)C)cc2)cc1	5	6	-4	2	-3	-19	6	-6	0
COc1ccc(NC(=O)C2CCCN(S(=O)(=O)c3cnc[nH]3)C2)cc1 (stereo not drawn)	1	16	-3	-1	8	11	-3	1	-1
COc1ccc(-c2cc(C(=O)Nc3ccc(C(N)=O)cc3)c3ccccc3n2)cc1OC	5	5	-3	-4	0	-7	-1	-7	-27
CCCCCCc1cc2cc(-c3nnc(-c4ccccc4O)o3)c(=O)oc2cc1O	-17	-12	-152	38	·	-15	1	-12	11
O=C(NCc1ccccc1Cl)C1CCCN(S(=O)(=O)c2cccc3nsnc23)C1 (stereo not drawn)	0	12	-4	1	-23	1	-1	-4	1
CCc1ccc(OCCNC(=O)c2cccs2)cc1	-2	-3	8	-4	-6	0	-2	1	2
CC(C)(C)NC(=O)CSc1nc2scc(-c3ccccc3)c2c(=O)[nH]1	1	3	-19	-3	4	4	-2	-6	-3
O=C1O/C(=C/c2ccccc2)N=C1c1ccccc1	2	22	2	0	1	12	0	6	-2
C/C=C/C(=O)OCC(=O)Nc1cc(-c2cc(C)c(C)cc2C)nn1-c1ccccc1	1	5	0	1	-3	-3	3	-9	-3

An excerpt from above in order of molar mass, high to low:
SMILES	Hck-Nef inh	FXIIa inh	hK5 inh	Runt-SMMHC FRET	14-3-3 Bad PPI	FXIa inh	Wee1 stabilizer	Thrombin inh	Runt-CBFb FRET
O=C(NCc1ccccc1Cl)C1CCCN(S(=O)(=O)c2cccc3nsnc23)C1 (stereo not drawn)	0	12	-4	1	-23	1	-1	-4	1
COc1cc(CCC(=O)Nc2ccc(C)c(S(=O)(=O)N(C)C)c2)cc(OC)c1OC	0	5	-22	2	-12[fluorescence artefact?]	-6	-2	-7	1
COc1ccc(-c2cc(C(=O)Nc3ccc(C(N)=O)cc3)c3ccccc3n2)cc1OC	5	5	-3	-4	0	-7	-1	-7	-27
CCCCCCc1cc2cc(-c3nnc(-c4ccccc4O)o3)c(=O)oc2cc1O	-17	-12	-152	38	·	-15	1	-12	11
C/C=C/C(=O)OCC(=O)Nc1cc(-c2cc(C)c(C)cc2C)nn1-c1ccccc1	1	5	0	1	-3	-3	3	-9	-3
COc1cc(/C=C(\C#N)c2nn(CCO)c(N)c2C#N)cc(OC)c1OC	24	12	3	2	-2	12	-1	-6	-1
COc1ccc(CC(=O)Nc2ccc(S(=O)(=O)NC(C)C)cc2)cc1	5	6	-4	2	-3	-19	6	-6	0
Cc1cc(C)cc(N2C(=O)CC(Cn3nc(C)cc3C)C2=O)c1 (stereo not drawn)	-8	6	-1	2	0	-1	-3	-5	-1
CCc1ccc(OCCNC(=O)c2cccs2)cc1	-2	-3	8	-4	-6	0	-2	1	2
O=C1O/C(=C/c2ccccc2)N=C1c1ccccc1	2	22	2	0	1	12	0	6	-2

Next section:
SMILES	Hck-Nef inh	FXIIa inh	hK5 inh	Runt-SMMHC FRET	14-3-3 Bad PPI	FXIa inh	Wee1 stabilizer	Thrombin inh	Runt-CBFb FRET
C/C(=N\Nc1ncc(Cl)cc1Cl)c1ccc(S(=O)(=O)NCc2ccco2)cc1	2	8	-8	3	6	-1	1	-13	1
CC(C)(C)c1ccc(C(CC(=O)O)NC(=O)Cc2ccc(F)cc2)cc1 (stereo not drawn)	-9	4	-10	-1	-3	0	-1	-1	-4
CCn1cnc2sc(C(=O)Oc3cccc(C)c3)c(C)c2c1=O	-10	12	-7	-4	-4	9	2	3	·
CCc1nc(SCC(=O)c2ccc(C)c(C)c2)n[nH]1	1	21	-19	2	1	8	1	6	13
CCOC(=O)c1cc(NC(=O)c2ccc(C)cc2)c(=O)oc1C(F)(F)F	15	4	-2	19	-9	-4	0	-8	2
Cc1c(NC(=O)c2ccc(F)c(S(=O)(=O)N3CCOCC3)c2)c(=O)n(-c2ccccc2)n1C	-1	7	-1	-4	4[fluorescence artefact?]	-6	0	-1	-2
CCc1cccc2c(=O)c(C(=O)NCCCOC)c[nH]c12	-18	32	31	1	-1	15	-2	16	-1
C=C1CCN(Cc2ccccc2)S(=O)(=O)c2ccccc21	31	8	-1	2	-6	1	·	0	-1
CCOC(=O)/C(=C/C=C/c1ccccc1)NC(=O)c1ccccc1	3	19	-4	-2	5	23	1	-1	0
O=C(CC1C(=O)NCCN1Cc1cccc(Oc2ccccc2)c1)NCCc1cnccn1 (stereo not drawn)	-5	12	4	-2	-9	0	-2	-2	-2
CCOC(=O)c1c(NC(=O)CSc2nnc(-c3ccncc3)n2Cc2ccco2)sc(C)c1C	1	7	-6	-1	-5[fluorescence artefact?]	-4	1	-4	-7
COc1ccc(C(=O)Nc2ccc(S(=O)(=O)N3CCOCC3)cc2)cc1OC	1	2	-3	2	2	-9	4	-6	0
N#Cc1cc2sc3nnc(-c4ccncc4)n3c2cc1C#N	2	8	-15	3	5	1	1	-5	-1
Cc1nn(Cc2ccccc2Cl)c(C)c1NC(=O)CSc1n[nH]c(C)c1[N+](=O)[O-]	1	7	-9	-2	1[fluorescence artefact?]	-1	-1	-9	-1
CC1(C)Oc2ccc3ccc(=O)oc3c2/C(=C/N)C1=O	8	-7	-4	2	3	0	-2	-12	-4
Nc1[nH]nc2c1NN(c1ccc(Cl)cc1Cl)N2	24	3	-13	-1	-2	-1	4	-4	-7
COC(=O)[C@H](Cc1ccccc1)NC(=O)NCc1ccc(S(N)(=O)=O)cc1	1	21	-10	-2	14	-1	-1	-8	1
NNC(=O)CNC(c1ccccc1)c1cc(Br)ccc1NC(=O)c1cccc(Cl)c1 (stereo not drawn)	3	4	-17	-1	-5[fluorescence artefact?]	-1	-2	-6	-1
N/C(=N\OC(=O)COc1ccc([N+](=O)[O-])cc1)c1ccncc1	7	3	-15	-2	2	-6	-4	0	1
Cc1oc(-c2cc3c(cc2Cl)OCO3)nc1CN1CCCC(C(=O)N2CCOCC2)C1 (stereo not drawn)	14	5	-1	-3	-11	1	-2	-9	0
CC(=O)N(CC(=O)O)c1ccccc1C(=O)O	0	9	-3	4	-7	-2	-2	1	-2
O=[N+]([O-])c1ccc2nc(-c3ccc(Cl)cc3)n(OCc3ccccc3)c2c1	3	2	3	0	-11	1	6	2	1
COCCn1nnnc1C(c1ccccc1)N1CCN(Cc2ccc3c(c2)OCO3)CC1 (stereo not drawn)	-7	13	2	0	34	-1	2	-2	-2
CCc1ccc2[nH]c(O)c(N=NC3=NC(=O)CS3)c2c1	19	5	0	-1	4	12	1	0	-5
CC1CC(NC2=NCCS2)CC(C)(C)C1 (stereo not drawn)	20	6	-3	-1	2	-1	-2	-3	-1
O=C(CSc1ncn[nH]1)NC1CC2CCC1C2 (stereo not drawn)	-1	2	-2	0	-4	-6	1	-5	-1
CC[N+](CC)(CC)C/C=C/CN1CCCCC1	2	13	-17	1	-14	9	-1	0	2
CC1(C)NC(C)(C)/C(=C\c2cccs2)C(=O)C1=O	17	8	-1	0	-7	-5	7	-10	2
Cc1ccc(C(=O)N2C3=C(CCCC3)C(=O)NC23CCCCC3)cc1	-2	7	-3	1	-12	-4	-3	-8	0
CC(O)c1nc2ccccc2n1CC(=O)N1CCN(c2ccccc2)CC1 (stereo not drawn)	17	6	2	0	-1	-2	3	-2	1
Cc1ccc(S(=O)(=O)Nc2nc(C)cc(NN)n2)cc1	24	4	-6	-1	-9	-5	2	-6	2
C=CCNC(=O)C1CCN(S(=O)(=O)CC)CC1	2	13	-19	-2	-18[fluorescence artefact?]	-2	-3	0	6
COc1ccccc1Oc1ccc(S(=O)(=O)N2CCN(C)CC2)cc1	25	4	1	2	-1	6	5	·	-2
Cc1nn(Cc2ccccc2)c(C)c1C(=O)NCCN1C(=O)S/C(=C\c2ccccc2)C1=O	13	9	-8	-6	19[fluorescence artefact?]	6	-3	-14	-5
C=CCn1c(COc2ccccc2F)nnc1SCC(=O)NC(=O)NCc1ccco1	4	-1	-1	2	-10	4	-3	-8	0
CC(C)NC(=O)CSc1nnc(-c2ccc(F)cc2)c2ccccc12	23	5	-12	4	-5	-4	-1	-1	0

Entries of single compounds, looked up by structure. Order of values: Hck-Nef inh	FXIIa inh	hK5 inh	Runt-SMMHC FRET	14-3-3 Bad PPI	FXIa inh	Wee1 stabilizer	Thrombin inh	Runt-CBFb FRET
COc1ccccc1Oc1ccc(S(=O)(=O)N2CCN(C)CC2)cc1 reads 25	4	1	2	-1	6	5	·	-2
Cc1ccc(S(=O)(=O)Nc2nc(C)cc(NN)n2)cc1 reads 24	4	-6	-1	-9	-5	2	-6	2

Following part:
SMILES	Hck-Nef inh	FXIIa inh	hK5 inh	Runt-SMMHC FRET	14-3-3 Bad PPI	FXIa inh	Wee1 stabilizer	Thrombin inh	Runt-CBFb FRET
COc1ccc(/C=N/NC(=O)Cc2n[nH]c(=O)[nH]c2=O)cc1	5	3	-3	-3	-4	-2	-3	-3	2
O=C(COC(=O)C1(c2cccc(F)c2)CCCC1)NCc1cccs1	0	7	3	-3	-7	3	-3	-5	-1
CCOC(=O)CSC1=N/C(=C\c2ccc(OC)c(OC)c2)C(=O)N1C	9	4	-8	10	74*[fluorescence artefact?]	17	0	-4	7
C#CCOCCOCCOCCNc1nc(N2CCN(C(=O)C([C@@H](C)CC)n3cc(C(N)Cc4ccc(O)cc4)nn3)CC2)nc(N2CCN(C(=O)[C@H](CCC(=O)O)n3cc(C(N)CC(C)C)nn3)CC2)n1 (stereo partly drawn)	0	10	5	3	0	4	5	-1	1
Cc1cc(CN2C(=O)c3ccccc3C2=O)cc(N2CCOCC2)c1	1	-5	-23	2	-5[fluorescence artefact?]	3	1	-10	-2
CCOCCCNC(=S)Nc1ccc(Br)cc1Cl	7	3	0	-1	-3	-4	7	-8	2
Cc1nc(SCc2ccc(F)cc2)c([N+](=O)[O-])[nH]1	1	9	-10	-48	-6	3	-2	-3	0
Cc1nc(NCC2CCCO2)nc2c1C(=O)CC(C)C2 (stereo not drawn)	1	-3	-1	-5	-3	-6	2	-8	0
COc1ccc(O)c(C(c2c(C)[nH][nH]c2=O)c2c(C)[nH][nH]c2=O)c1	20	5	3	0	-18	-2	2	-7	0
NC(=O)c1ccsc1NC(=O)CSc1ccccc1F	3	12	-15	0	-1	1	3	-1	0

Random draw from the library. About 4.2% of those tested had a hit in this group.
